# Bioassay records from PubChem BioAssay.
# MEX-5 binding: MEX-5 zinc finger RNA-binding disruptors – biochemical, C. elegans, fluorescence polarization, MLPCN library, primary screen; AID 1832, 2009; MEX-5/FITC-TCR2 RNA binding; stronger effect = lower value; actives 0.38% (n = 300,000); activity score (negative = inhibition of binding), % at 10 µM; Zinc finger protein mex-5 (Caenorhabditis elegans), Q9XUB2;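 active = inhibition past about -25% in most replicates, and total fluorescence under double the plate's negative control median, limit read from the data; inconclusive = replicates evenly split on the limit, or fluorescence at least double controls; inactive = too little inhibition in most replicates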;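 note: 0% = DMSO and -100% = 5 µM competing unlabeled TCR2 RNA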
# Target sequence (Q9XUB2 whole entry, looked up): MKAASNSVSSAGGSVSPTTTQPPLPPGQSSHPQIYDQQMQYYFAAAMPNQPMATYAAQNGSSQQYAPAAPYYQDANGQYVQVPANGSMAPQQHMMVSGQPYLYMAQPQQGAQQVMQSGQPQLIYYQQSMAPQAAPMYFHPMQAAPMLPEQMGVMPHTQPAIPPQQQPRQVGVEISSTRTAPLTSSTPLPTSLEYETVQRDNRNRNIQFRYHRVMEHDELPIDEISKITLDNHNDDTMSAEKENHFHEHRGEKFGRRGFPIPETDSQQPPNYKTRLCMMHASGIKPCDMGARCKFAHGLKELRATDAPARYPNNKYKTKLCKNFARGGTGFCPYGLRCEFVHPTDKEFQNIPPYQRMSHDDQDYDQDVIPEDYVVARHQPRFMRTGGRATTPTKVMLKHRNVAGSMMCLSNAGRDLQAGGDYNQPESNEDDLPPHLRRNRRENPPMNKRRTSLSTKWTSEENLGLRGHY
# Numbers without * were called inactive; ? = inconclusive.
SMILES,MEX-5 binding
O=[N+]([O-])c1ccc(N2N=C(c3ccccc3)CC2c2ccccc2O)cc1 (stereo not given),-0.5
COc1ccc2cc(C(=O)NC3CCCCC3)c(=O)oc2c1,-0.3
COc1ccc(C2CC(O)(c3ccccc3)Oc3cc(OC)cc(OC)c32)cc1 (stereo not given),-2.1
COc1ccccc1N1CCN(C(=O)c2c(-c3c(F)cccc3Cl)noc2C)CC1,0.8
CCCC(=O)NCCc1cc2cc(C)c(C)cc2[nH]c1=O,0.7
Cc1ccc(NC(=O)Cn2nc(C)c([N+](=O)[O-])c2C)cc1Cl,-0.2
COCCn1nnnc1C(CC(C)C)N1CCN(c2cccc(OC)c2)CC1 (stereo not given),-3.4
CC(C)[C@@H](NC(=O)C1CCC(CNC(=O)[C@H](Cc2ccccc2)NC(=O)OC(C)(C)C)CC1)C(=O)O (stereo not given in full),0.2
N#Cc1ccccc1NC(=O)CSc1nnc(-c2ccc(F)cc2)n1-c1ccccc1,2.3
CCCCC(O)(c1ccc(CC)cc1)C(CN1CCOCC1)c1ccccc1 (stereo not given),-0.6
CCCC(=O)Nc1nnc(S(=O)(=O)N(CC)c2ccc(OC)cc2)s1,2.0
Cc1ccc(S(=O)(=O)N(CC(=O)Nc2ccc(C)c(Cl)c2)C(=O)N2CCN(C)CC2)cc1,0.4
NC(=O)Cn1cnc2c(nnn2-c2cccc(Cl)c2)c1=O,-0.7
O=C(CSc1nc(NS(=O)(=O)c2ccccc2)cc(=O)[nH]1)Nc1ccccc1Cl,0.1
Cc1cc2cc(CCNC(=O)CC(C)C)c(=O)[nH]c2cc1C,-1.0
Fc1ccccc1CNCC1CCCO1 (stereo not given),-1.4
O=C(Nc1cccc(O)c1)c1cccc(S(=O)(=O)N2CCCCCC2)c1,2.0
O=C(O)CCNc1nc(-c2ccccc2)c2cc(Br)ccc2n1,2.9
O=C(COc1ccc(Cl)cc1)NC1CC1,-3.1
CCOC(=O)c1csc(NC(=O)CSc2nnnn2-c2ccc(OCC)cc2)n1,-2.2
CCCCC(=O)N/N=C(C)/C=C/c1ccccc1F,1.4
CCC(=O)Nc1nnc(S(=O)(=O)N(C)c2cc(C)cc(C)c2)s1,3.3
CC(=O)Nc1ccc(/C=N/Nc2nc3ccccc3s2)cc1,1.5
Cc1ccccc1OCCCCCNCCO,3.4

# Grouped by structure: those above with a nitro group on carbon.
SMILES,MEX-5 binding
O=[N+]([O-])c1ccc(N2N=C(c3ccccc3)CC2c2ccccc2O)cc1 (stereo not given),-0.5
Cc1ccc(NC(=O)Cn2nc(C)c([N+](=O)[O-])c2C)cc1Cl,-0.2

# The listing picks up, starting four compounds before the break.
SMILES,MEX-5 binding
CCCCC(=O)N/N=C(C)/C=C/c1ccccc1F,1.4
CCC(=O)Nc1nnc(S(=O)(=O)N(C)c2cc(C)cc(C)c2)s1,3.3
CC(=O)Nc1ccc(/C=N/Nc2nc3ccccc3s2)cc1,1.5
Cc1ccccc1OCCCCCNCCO,3.4
CCn1cc(CCCC(=O)NCc2ccccc2OC)c2ccccc21,-2.7
COc1ccc(/C=C/C(=O)O)cc1S(=O)(=O)N1CCc2ccccc21,3.5
C=CCNC(=O)c1ccc(OC)cc1,0.7
CCn1c(/C=C/c2ccc(O)c(O)c2)nc2ccccc2c1=O,9.3
O=C(O)c1cc(S(=O)(=O)N2CCCc3ccccc32)ccc1Cl,-4.6
COc1cccc(/C=N/n2c(C3CCCCC3)n[nH]c2=S)c1O,1.8
O=C(COc1ccc(Br)cc1)Nc1ccc2oc(=O)ccc2c1,-0.7
Cc1ccc2c(c1)nnn2C1CCN(C(=O)NC23CC4CC(CC(C4)C2)C3)CC1,5.0
CN(C)CCNC(=O)c1ccccc1-c1cc2ccccc2c(=O)o1,4.6
Fc1cccc(CNC2CCN(CCc3ccccc3)CC2)c1,0.4
COc1ccc([C@@H]2C[C@@H](c3ccccc3)Oc3cc(OC)cc(OC)c32)cc1,1.6
COc1ccc(/C(C#N)=C/c2cccnc2)cc1,0.4
S=C(NCc1cccc(Cl)c1)NCc1ccco1,4.2
CCOC(=O)N1CCN(C(=O)CCc2ccc(S(=O)(=O)NC(C)C)cc2)CC1,-1.8
Cc1n[nH]c(=S)c2nn(-c3cccc(Cl)c3)c(C)c12,-31.6*
O=[N+]([O-])c1ccc(Cc2cncc(O)c2)cc1,-3.3
Cc1cccc(NS(=O)(=O)c2ccc3[nH]c(=O)[nH]c3c2)c1C,-0.7
O=C(Nc1nnc(SCc2ccc(F)cc2)s1)c1ccccn1,1.4
N#C/C(=C/c1ccc(N2CCOCC2)o1)C(=O)Nc1ccccc1,?
CCCn1c2ccccc2c2cnn(CC(=O)NCCN(C)C)c(=O)c21,0.1
CN(C)S(=O)(=O)c1ccc(N)c([N+](=O)[O-])c1,-1.1
Oc1ccc(NC(=S)N=Nc2c(O)[nH]c3ccc(Br)cc23)cc1,-1.2
CN1CCN(C(=O)c2ccccc2NC(=O)c2ccccc2)CC1,-2.9
CCc1cc2c(=O)c(-c3nc4ccccc4n3C)coc2c(CN2CCC(C)CC2)c1O,1.3
O=C(NCc1ccc(OC(F)(F)F)cc1)C1CCC(=O)N(C2CC2)C1 (stereo not given),-2.7
CC(C)(C)OC(=O)N1Cc2ccccc2C[C@H]1C(=O)NC1CCCC1,1.3
Cc1ccc(NC(=O)CCCc2ccccc2)c([N+](=O)[O-])c1,0.0
C#CCOCCOCCOCCNc1nc(N2CCN(C(=O)[C@H]([C@@H](C)CC)n3cc([C@@H](N)CC(C)C)nn3)CC2)nc(N2CCN(C(=O)[C@H](Cc3cc4ccccc4[nH]3)n3cc([C@@H](N)C(C)CC)nn3)CC2)n1 (stereo not given in full),-1.8
COc1cc2cc(C(=O)N3CCN(c4ccccc4OC)CC3)[nH]c2cc1OC,-1.9
NC(=O)[C@@H]1CCCN1C(=O)c1ccc2oc(CCc3ccccc3)nc2c1,-1.6
OCCN1CCN(c2ncnc3scc(-c4ccc(F)cc4)c23)CC1,1.0
COc1ccccc1CC(NC(C)=O)C(=O)NC1CCN(S(=O)(=O)c2ccccc2)CC1 (stereo not given),-4.6
CCc1ccc(C(=O)N/N=C/c2ccncc2)s1,-1.1
COc1cc(C(=O)Nc2ccc(NC(=O)c3cccc(Cl)c3)nc2)cc(OC)c1OC,0.0
C/C(=N/NS(=O)(=O)c1ccc(C)cc1C)c1c[nH]c2ccccc12,0.4
C=CCN1C(=O)/C(=C2/C(=O)N(CC(=O)O)c3ccccc32)S/C1=N/c1nccs1,-14.6

# Of the compounds above, 3 have a cyano group:
SMILES,MEX-5 binding
N#Cc1ccccc1NC(=O)CSc1nnc(-c2ccc(F)cc2)n1-c1ccccc1,2.3
COc1ccc(/C(C#N)=C/c2cccnc2)cc1,0.4
N#C/C(=C/c1ccc(N2CCOCC2)o1)C(=O)Nc1ccccc1,?

# Following part
SMILES,MEX-5 binding
COc1ccc(C(=O)Nc2ccnn2C2CCN(CC3CC=CCC3)CC2)cc1 (stereo not given),-1.4
CCCCC(C(=O)NC(C)(C)C)N(Cc1ccccc1Cl)C(=O)c1snc(C(N)=O)c1N (stereo not given),0.2
Cc1cc(C)cc(NC(=O)c2cccc(N3C(=O)C4C5C=CC(C5)C4C3=O)c2)c1 (stereo not given),-0.5
Cc1ccc(C(=O)N[C@@H](C)CN2C3=NC[C@H](C)N3C[C@H]2Cc2ccc(O)cc2)cc1Br,0.8
COc1ccccc1/C=N\NC(=O)c1c(C)nc2ccc(Cl)cn12,3.8
Cc1cccc(OCC(=O)NNC(=O)CCc2ccccc2)c1,1.2
O=[N+]([O-])CC(c1ccc(F)cc1)c1c[nH]c2ccccc12 (stereo not given),3.2
CCS(=O)(=O)N1CCC2(CC1)OCCN2S(=O)(=O)c1ccc(OC)cc1,-0.9
CCCCNC(=O)CCCn1c(=O)c2ccccc2n(CC(=O)NCCC2=CCCCC2)c1=O,-2.3
CCCOc1ccccc1/C=C1\SC(N)=NC1=O,-13.4
O=C(Cn1cnc2c(cnn2-c2ccc(F)cc2)c1=O)N1CCN(c2ccccc2)CC1,1.0
COCCn1c(C)cc(C(=O)CSc2ncnc3sc4c(c23)CCC4)c1C,1.0
Cc1ccc(C)c(NC(=O)NCCN2CCCCC2)c1,2.1
Cc1cc2nc(/C=C/c3cccnc3)[nH]c2cc1C,-0.6
Oc1ccc(CN2CCC(Cc3ccccc3)CC2)c2cccnc12,-1.1
Cc1oc2cc3oc(=O)c(CC(=O)NCCC(=O)O)c(C)c3cc2c1C,2.4
O=C(N/N=C/c1cccnc1)c1cccc(Br)c1,-0.2
O=c1c2[nH]c3ccc(Cl)cc3c2ncn1Cc1ccccn1,-0.9
COc1cc(/C=C\C(=O)O)cc(S(=O)(=O)N2CCCCCC2)c1OC,-2.0
CSCCC(=O)N1CCC(n2nccc2NC(=O)CCc2ccccc2)CC1,1.0
Cn1c(=O)[nH]c(=O)c2c1nc(NCc1ccco1)n2CCCc1ccccc1,0.0
CC(=O)Nc1cc(-c2nc3ccccc3o2)ccc1Cl,3.8
Cc1ccc(C)c(/C(O)=C2\C(=O)C(=O)N(CCCN3CCOCC3)C2c2cccnc2)c1 (stereo not given),-1.3
COc1cccc(CN2CCN(CC#Cc3ccccc3)CC2CCO)c1 (stereo not given),2.2
Cc1nc(N2CCN(Cc3ccc4c(c3)OCO4)CC2)[nH]c(=O)c1C,-0.4
CCOC(=O)c1sc2nc(CC(=O)OC)nc(NCCN3CCOCC3)c2c1C,-0.3
Cc1nc2ncccn2c1-c1csc(Nc2ccc(O)cc2)n1,-0.5
COc1cccc(CN2CC(C(=O)NCCCCc3ccccn3)CCC2=O)c1 (stereo not given),-1.7
Cc1ccc(S(=O)(=O)NCC2(c3ccccc3)CCN(C)CC2)cc1,-1.6
COC(=O)c1ccc(NC(=O)C2CCCN2C(=O)Nc2cccc(C(C)=O)c2)cc1 (stereo not given),-1.1
CC1CCN(C(=O)CN(Cc2ccc(F)cc2)S(C)(=O)=O)CC1,2.6
O=C(N/N=C/c1c(O)n(-c2ccccc2Cl)c(=O)c2ccccc12)c1cccnc1,-10.0
Cc1ccc(NC(=O)c2cc(-c3ccccc3)n[nH]2)cc1,2.7
Cc1nn(C(=O)C(C)N2C(=O)c3ccccc3C2=O)c(C)c1Br (stereo not given),-0.7
CCCCc1c(C)nc2nc(SCc3ccc(Cl)cc3)[nH]n2c1=O,-1.6
CCOC(=O)/C(=C/c1ccc(N2CCC(c3ccccc3)=N2)cc1)C(C)=O,-33.5*
CN(C)c1ccc(N=C/C=C2/N(C)c3ccccc3C2(C)C)cc1,6.8
O=[N+]([O-])c1cccc(S(=O)(=O)N/N=C\c2ccc3c(c2)OCO3)c1,-1.0
CC(=O)c1ccc(C(=O)NC2CCCN(Cc3ccc(Cl)cc3)C2)s1 (stereo not given),5.4
C=CCOn1c(=O)c(-c2ccc(Cl)cc2)[n+]([O-])c2ccccc21,0.4
CCOC(=O)C1(C(=O)OCC)C(c2ccccc2)CC(O)N1C(C)=O (stereo not given),-1.5
Cc1ccc(N(Cc2ccccc2O)C(=O)c2ccccc2F)cc1,-0.7
CN(CCC(=O)c1ccccc1)CCC(=O)c1ccccc1,-2.3
COc1cccc(CN(C)C(=O)c2cc(-c3ccc(OC)c(OC)c3)nc3ccccc23)c1,-2.7
O=C(NCC1(c2ccccc2)CCCC1)C(=O)NCC1(c2ccccc2)CCCC1,-2.3
COc1ccc(NC(=O)CCCC2CCCCC2)c(OC)c1,1.6
CC(C)N1CCc2c(sc(NC(=O)c3cc4cc([N+](=O)[O-])ccc4s3)c2C(N)=O)C1,0.0
COc1ccc(C(=O)N2CC(=O)Nc3ccc(C)cc3C2c2ccccc2)cc1 (stereo not given),-1.5

# 4 of the compounds above, with the structure last:
MEX-5 binding	SMILES
5.4	CC(=O)c1ccc(C(=O)NC2CCCN(Cc3ccc(Cl)cc3)C2)s1 (stereo not given)
0.4	C=CCOn1c(=O)c(-c2ccc(Cl)cc2)[n+]([O-])c2ccccc21
-1.5	CCOC(=O)C1(C(=O)OCC)C(c2ccccc2)CC(O)N1C(C)=O (stereo not given)
-0.7	Cc1ccc(N(Cc2ccccc2O)C(=O)c2ccccc2F)cc1

# Next section.
SMILES,MEX-5 binding
CN1CCN(C(=O)c2cc3cc(F)ccc3[nH]2)CC1,3.3
O/N=C/c1cccc[n+]1CCCCCC[n+]1ccccc1/C=N/O,-8.6
Cc1cc(C)c(C#N)c(SCCN2CCCCC2)n1,1.5
Cc1[nH]c2ccccc2c1C(=O)CCl,1.6
CC(c1ccccc1)n1c(N2CCNCC2)nc2c1c(=O)[nH]c(=O)n2C (stereo not given),-0.6
Cn1c2ccccc2c(=O)c2c(=O)n(C3CCCCCC3)c(C3CCCCC3)nc21,2.0
O=c1oc(/C=C/c2ccccc2)nc2ccccc12,-0.3
C=CCn1c(=O)c(C(=O)NCc2ccc(Cl)cc2)c(O)c2ccccc21,0.9
OC(CNC1CCCC1)COc1ccc(F)cc1 (stereo not given),1.6
CCNc1nc(SCC(N)=O)nc2sc3c(c12)CCN(C)C3,3.3
COc1ccccc1/C=C/C(=O)OCC(=O)Nc1cc(C(F)(F)F)ccc1N1CCOCC1,1.2
CC(C)Nc1nc(NC(C)C)nc(N(C#N)C(C)C(=O)N(C)C)n1 (stereo not given),1.0
CCOC1=C/C(=C/c2c(N)n3nc(-c4ccccc4)sc3nc2=O)C=CC1=O,9.9
Cn1cc(Br)c(C(=O)NC2CCCCCC2)n1,-4.7
O=C(c1cccs1)N1CCN(Cc2cn[nH]c2-c2ccc(F)cc2F)CC1,3.9
CCCCNC(=O)CCc1c(C)nc2c(c(C)nn2-c2ccccc2)c1C,1.4
COc1ccc(S(=O)(=O)NCC2CCC(C(=O)N3CCC4(CC3)OCCO4)CC2)cc1 (stereo not given),2.5
O=C(Cc1ccc(F)cc1)N1CCN(c2ccc([N+](=O)[O-])cc2)CC1,3.2
CC1(C)CC(N=c2cc(-c3ccccc3)oc3ccc(Cl)cc23)CC(C)(C)N1,1.7

# This is a subset (hit frequency here may not be typical).
